# Screening results (PubChem)
# PHOSPHO1 block = PubChem AID 1565; Phosphoethanolamine/phosphocholine phosphatase (Homo sapiens), Q8TCT1; recombinant PHOSPHO1, absorbance phosphatase assay; inhibition, % at 13.3 µM; actives 1.1% (n = 290,000); in the data active = inhibition above about 60%
# Target sequence (Q8TCT1 whole entry, looked up): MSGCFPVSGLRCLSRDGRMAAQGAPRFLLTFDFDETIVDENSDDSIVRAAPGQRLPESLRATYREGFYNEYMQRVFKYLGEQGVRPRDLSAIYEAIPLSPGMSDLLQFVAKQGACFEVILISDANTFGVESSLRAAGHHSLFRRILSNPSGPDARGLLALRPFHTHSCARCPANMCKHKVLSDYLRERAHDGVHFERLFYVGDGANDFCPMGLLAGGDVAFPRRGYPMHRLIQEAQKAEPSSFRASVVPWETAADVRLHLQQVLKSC
# HCV NS3 hel inh = inhibitors of HCV NS3 helicase, primary screen, biochemical, Cy5 molecular beacon fluorescence. inhibition, % at 10.9 µM. Hepatitis C virus NS3 helicase. actives 0.56% (n = 290,000). NS3 helicase DNA unwinding. AID 1800, 2009;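 active = inhibition above the mean of all tested compounds plus 3 SD, set per campaign, cut at about 35% in these data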;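 note: 0% = DMSO wells and 100% = thioflavine S control wells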
#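 System: NS3 helicase fragment of HCV / Schedule: 1 h at 25 °C / Control set: DMSO alone as 0% and 110 µM thioflavine S as 100% / Reagent: Cy5/quencher beacon DNA duplex and ATP to start / Technique: Cy5 fluorescence / Replication: singlicate / Evaluation: % inhibition of end-to-start signal ratio versus controls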
# GalR3 antagonist = GalR3 antagonists in HEK293 cells, primary screen, cell-based, fluorescence readout; Galanin receptor type 3 (Homo sapiens), O60755; inhibition, % at 3 µM; actives 0.44% (n = 360,000); HEK293 GalR3-CNG cAMP membrane potential fluorescence; galR3 body fused to GalR1 C-terminus;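 active = inhibition above the screen-wide average plus 3 SD, cut at about 13% in these data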;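 note: forskolin and galanin both at EC90 stimulate the cells; cAMP rise reported by CNG channel membrane potential dye signal; 0% = forskolin plus galanin with DMSO and 100% = forskolin alone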
# Target sequence (O60755 1-299 limits assumed): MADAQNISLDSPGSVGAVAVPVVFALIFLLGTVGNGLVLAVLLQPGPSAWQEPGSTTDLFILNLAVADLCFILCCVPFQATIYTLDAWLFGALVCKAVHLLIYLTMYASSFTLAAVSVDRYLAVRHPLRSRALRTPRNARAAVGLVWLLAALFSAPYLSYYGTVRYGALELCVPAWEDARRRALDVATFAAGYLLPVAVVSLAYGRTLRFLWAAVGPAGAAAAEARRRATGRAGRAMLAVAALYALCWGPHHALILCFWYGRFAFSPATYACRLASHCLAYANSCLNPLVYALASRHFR
# VIM-2 inhibitor = VIM-2 metallo-beta-lactamase inhibitors, primary screen, biochemical, epi-absorbance readout, Pseudomonas aeruginosa enzyme. purified VIM-2, nitrocefin hydrolysis, epi-absorbance fluorescence. inhibition, % at 5.6 µM. actives 0.89% (n = 290,000). AID 1527, 2009;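 active = inhibition above the mean of all tested compounds plus 3 SD, cutoff set per screening run, cut at about 7.5% in these data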;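 note: red hydrolysis product quenches plate fluorescence so inhibitors raise well fluorescence; 0% = enzyme with DMSO and 100% = DMSO without enzyme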
# FID counter = compounds displacing fluorescent DNA intercalator, primary screen, artefact control for HCV NS3 helicase inhibitor project, biochemical, FID fluorescence. inhibition, % at 7.9 µM. AID 1845, 2009. actives 0.17% (n = 290,000). DNA fluorescent intercalator displacement; in the data active = inhibition above about 37%;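 note: 0% = vehicle and 100% = reference compound; higher means more ethidium bromide displaced from hairpin DNA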
# V1R ag counter = agonists of human V1a receptor, primary screen, counter-screen for OXTR agonist project, fluorescence, CHO-V1R cells | Vasopressin V1a receptor (Homo sapiens), P37288 | Fluo-8 calcium fluorescence, agonist mode; 0% DMSO, 100% 3 nM vasopressin | activation, % at 3 µM | actives 0.25% (n = 320,000) | AID 2797, 2010;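 active = activation above the mean activation of all tested compounds plus 3 SD, per screening run, cut at about 20% in these data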;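 note: signal is peak over basal fluorescence ratio across a 100 second FLIPR read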
# OXTR ag = human OXTR agonists, primary screen, fluorescence, CHO-OTR cells, Fluo-8 calcium | Oxytocin receptor (Homo sapiens), P30559 | Fluo-8 calcium fluorescence; normalized: DMSO 0%, oxytocin 100% | activation, % at 3 µM | actives 0.32% (n = 320,000);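 active = activation above the mean of all tested compounds plus 3 SD, cutoff set per screening run, cut at about 20% in these data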;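 note: peak over basal fluorescence ratio from a 100 s FLIPR kinetic read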
# Target sequence (P30559 whole entry, looked up): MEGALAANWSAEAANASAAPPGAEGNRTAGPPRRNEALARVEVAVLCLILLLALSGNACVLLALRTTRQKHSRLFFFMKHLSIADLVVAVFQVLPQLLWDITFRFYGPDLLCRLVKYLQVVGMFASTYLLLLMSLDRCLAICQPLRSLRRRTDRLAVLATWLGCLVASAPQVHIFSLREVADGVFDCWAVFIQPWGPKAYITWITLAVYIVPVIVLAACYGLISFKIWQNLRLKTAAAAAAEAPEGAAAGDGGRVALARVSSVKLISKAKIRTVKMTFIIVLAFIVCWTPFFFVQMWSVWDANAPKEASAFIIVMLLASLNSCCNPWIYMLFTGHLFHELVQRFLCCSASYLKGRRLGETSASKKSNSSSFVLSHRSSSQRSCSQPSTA
# GPR7 antag = GPR7 receptor antagonists, primary screen, cell-based, fluorescence, single concentration; GPR7-expressing cells, fluorescence antagonist assay; actives 1.1% (n = 290,000); inhibition, % at 4.4 µM; AID 1861, 2009; Neuropeptides B/W receptor type 1 (Homo sapiens), P48145; in the data active = inhibition above about 16%, passing the limit was not always enough;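 note: cells stimulated with the agonist NPW; 0% = agonist with vehicle and 100% = vehicle without agonist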
# IMP-1 inh = IMP-1 metallo-beta-lactamase inhibitors, primary screen, biochemical, epi-absorbance readout, Pseudomonas aeruginosa enzyme | metallo-beta-lactamase IMP-1 (Pseudomonas aeruginosa) | inhibition, % at 5.6 µM | AID 1556, 2009 | purified IMP-1, nitrocefin hydrolysis, epi-absorbance fluorescence | actives 0.45% (n = 290,000);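 active = inhibition above the mean plus 3 SD of all compounds in the same screening run, cut at about 4.5% in these data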;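 note: 0% = IMP-1 with DMSO and 100% = DMSO wells lacking enzyme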
#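 System: Purified IMP-1 | Read-out basis: Percent enzyme inhibition | Controls: IMP-1 with DMSO as 0%, enzyme-free DMSO as 100% | Replicates: One well per compound | Doses: 5.6 µM nominal single concentration | Detection: Epi-absorbance fluorescence, 480 nm excitation, 530 nm emission | Incubation: 25 °C, 15 min preincubation, 25 min reaction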
# Numbers without * were called inactive; / = not tested or not shown.
SMILES,PHOSPHO1 block,HCV NS3 hel inh,GalR3 antagonist,VIM-2 inhibitor,FID counter,V1R ag counter,OXTR ag,GPR7 antag,IMP-1 inh
Cc1noc(C)c1C(=O)Nc1ccc(C#N)cc1,24.0,4.1,-1.1,-3.1,-3.8,0.8,0.0,-11.3,-2.2
O=C(NCC1CCCO1)c1c(O)c2ccccc2[nH]c1=O (stereo not given),-1.6,-1.0,0.4,-4.0,-2.7,0.2,-0.7,-4.4,-4.6
O=C(c1nc2ccccn2c1CN1CCC(Cc2ccccc2)CC1)N1CCCC1,28.2,1.3,-0.2,2.5,19.6,-0.1,-0.1,2.0,-0.6
CC(C)NC(=O)c1ccc2c(c1)N(CC(=O)N1CCCCC1)C(=O)C(C)(C)O2,-8.0,12.5,-2.4,-0.5,-13.1,-0.4,0.7,4.3,2.0
CN1CCN(CCCCOc2ccc(Br)cc2)CC1,56.3,-1.3,3.1,-0.5,20.5,1.5,1.6,-4.6,-2.7
COc1ccc(C(=O)NC(=S)NNC(=O)c2c(-c3ccccc3)noc2C)cc1OC,-48.3,0.2,-4.2,-1.9,-21.3,28.6*,20.8*,-3.2,-3.8
CC(C)(C)OC(=O)NCCCC[C@H](NC(=O)c1nc[nH]c1C(=O)N[C@@H](CCCCNC(=O)OC(C)(C)C)C(=O)OC(C)(C)C)C(=O)OC(C)(C)C,4.5,/,-6.7,/,/,-0.3,-1.6,/,/
COc1ccc(/C=N/NC(=O)c2sccc2OCc2ccc(F)cc2)cc1OC,34.3,7.8,-4.2,-1.7,-7.3,1.4,-0.6,-12.9,-2.6
N#CC1=C(N)Oc2c(oc(CO)cc2=O)C1c1ccccc1[N+](=O)[O-] (stereo not given),19.5,12.1,-3.8,7.5,-2.6,-1.0,1.6,-11.3,-1.8
Cc1ccc(NC(=O)c2ccc3c(c2)N(CC(=O)NC(C)C)C(=O)C(C)(C)O3)cc1,12.0,-0.5,-9.2,-2.3,-5.1,1.7,0.4,-4.2,-1.5
CCN(CC(=O)NC(C)(C)C)C(=O)c1ccc2c(c1)S(=O)(=O)c1ccccc1C2=O,28.3,2.5,6.5,-4.2,-16.8,0.4,0.1,-1.4,-3.3
Cc1cc(NC(=O)c2ccc([N+](=O)[O-])cc2)n(CCC#N)n1,36.6,1.4,-7.5,-2.6,-3.1,0.9,-0.5,-6.2,-2.0
COCc1cc(C)nc(SC)c1C#N,-9.0,5.3,-3.7,-4.2,-0.7,0.1,-1.4,-0.9,-2.5
CC(C)[C@@H](CO)NC(=O)c1ccc2c3n(nc2c1)-c1ccccc1CO3,30.9,/,-3.1,/,/,0.0,0.2,/,/
Cc1ccc(N2C(=O)c3ccc(C(=O)NCCN4CCOCC4)cc3C2=O)cc1,26.3,5.1,-2.0,-1.6,-0.7,1.6,2.3,-2.1,0.0
COc1cc([C@H](Cc2ccccc2)NC(C)=O)oc(=O)c1,-40.1,10.2,-3.7,-2.8,-12.2,-0.2,0.7,-12.7,-0.9
Cc1[nH]c2ccccc2c1/C=N/Nc1ccccc1[N+](=O)[O-],16.1,-1.2,-5.7,-2.0,15.2,-1.2,-1.5,-16.0,-2.4
Cc1ccc(C(=O)Nc2nc3ccccc3s2)s1,2.3,5.5,-8.3,-2.5,6.0,-0.7,-0.7,-5.9,-2.4
O=C(Nc1ccc(F)cc1)c1cccc(N2C(=O)C3C4C=CC(C4)C3C2=O)c1 (stereo not given),-7.4,-0.1,2.0,-1.6,-14.5,4.5,1.2,-10.7,-2.4
Cc1ccccc1-c1cn(-c2ccccc2)c(=S)[nH]1,46.7,-3.1,-9.5,-2.9,-19.1,0.7,0.5,8.3,-2.3
CC(O)CNc1nc2c(c(=O)n(Cc3ccc(Br)cc3)c(=O)n2C)n1C (stereo not given),18.3,15.0,-9.2,-0.3,-11.4,2.0,1.8,-5.4,-1.4
C=C(C)Cn1c(CCCNC(=O)CC)nc2ccccc21,-15.8,11.3,-2.2,-4.1,-2.9,-0.2,0.4,-7.2,1.9
COc1ccc(OC)c(NC(=O)c2c(NC(=O)c3ccco3)sc3c2CCC3)c1,6.8,0.4,/,-1.9,-3.2,/,/,-11.8,-1.2
CC(C)NC(=O)c1cccc(Br)c1,1.0,-13.7,-3.8,-3.0,2.1,0.2,-0.4,-6.5,-2.7
COc1cccc(OC)c1C(=O)Nc1ccc(Cc2ccncc2)cc1,-10.7,6.2,-9.0,-2.4,-4.8,1.2,1.3,0.1,-3.4
Cc1cc(C)nc(NS(=O)(=O)c2ccc(NC(=O)CN3C(=O)S/C(=C\c4ccccc4)C3=O)cc2)n1,-15.4,-1.8,-5.5,-5.1,-18.1,-0.2,0.9,7.1,-2.7
CCC(Sc1nc2ccccc2c(=O)[nH]1)C(=O)Nc1ccc(C(C)=O)cc1 (stereo not given),43.6,5.8,-0.9,0.0,-19.6,4.1,4.1,2.9,-2.4
COc1ccc(-n2c(Cc3cccn3C)nnc2SCC(=O)Nc2cccc(OC)c2)cc1,-3.4,9.2,1.8,-3.6,-35.0,1.6,0.8,-8.5,-3.6
C=CCNc1oc(-c2ccc(OCC)cc2)nc1C#N,-10.0,0.1,-3.0,-6.2,-9.1,-0.3,-1.3,-13.5,-2.5
Cc1nn(-c2ccccc2)c2c1C(c1ccccc1)C(C#N)=C(N)O2 (stereo not given),28.1,-2.3,-0.5,-1.1,0.8,0.1,1.7,-5.9,0.1
CCN(CC)c1nc2ccccc2n(Cc2cccc(OC)c2)c1=O,26.9,-4.5,-8.4,-1.8,-21.9,1.3,-0.3,-31.3,-2.4
CCc1ccc(NC(=O)Nc2ccc3c(c2)N(C)C(=O)CS3)cc1,10.8,-1.6,-0.1,-0.5,-12.8,9.7,2.1,-2.5,-0.9
CC(=O)Nc1ccc(NS(=O)(=O)c2ccc(-c3csc(C)n3)s2)cc1,49.1,-2.9,-6.2,-1.8,-9.6,0.0,1.7,-9.0,0.0
CCc1cc(=O)oc2cc(OCC(=O)NCCCn3ccnc3)c(Cl)cc12,6.7,8.2,-4.6,23.6*,-7.0,0.8,-0.8,8.7,-1.2
COC(=O)C1=CN(c2ccc(F)cc2)C=C(C(=O)OC)C1c1cccc(Br)c1,-22.6,-14.9,-3.3,-2.5,-34.9,/,/,-14.9,-1.1
COc1ccc(/C=C/C(=O)Nc2ccc3nc4n(c(=O)c3c2)CCCC4)cc1OC,-24.1,-11.8,-4.0,-2.4,-6.8,-0.8,-1.4,-10.4,-1.6
C=CCNC(=O)CCCOc1cc(C)ccc1C,5.5,-1.6,/,-0.5,-6.5,0.3,-0.6,-15.1,1.6
CCC(CC)C(=O)Nc1ccc(C(=O)c2ccccc2)cc1,2.1,-21.5,-10.7,0.0,-10.3,1.0,-1.2,-16.9,-0.7
COc1cccc(NC(=O)Nc2cc(C)on2)c1,13.9,0.2,-4.5,-0.8,-2.4,2.4,1.6,-4.4,-2.3
COCCN(C(=O)c1csnn1)C(C(=O)NC1CCCCC1)c1cccs1 (stereo not given),-17.6,12.4,-2.0,0.1,-9.1,-0.1,-0.1,21.0,0.9
O=C(CN1C(=O)C2CC=CCC2C1=O)NCc1cccs1 (stereo not given),17.2,8.5,0.2,-3.6,0.3,1.4,0.0,-0.3,-3.0
Cc1ccc(C)c(Cn2c(=O)n(-c3ccc(CC(=O)NCc4ccco4)cc3)c(=O)c3sccc32)c1,6.1,0.2,-1.7,-1.4,-10.1,1.3,0.4,-5.5,-2.5
COc1cccc(N2CCN(CC(=O)NC(C)c3ccccc3)CC2)c1 (stereo not given),-0.8,2.6,-9.1,-1.6,-20.6,/,/,-7.0,-1.5
Cc1ccc2nc(SCc3nnc(-c4ccccc4Br)o3)[nH]c2c1,20.6,-1.5,1.0,-3.6,-17.6,-0.7,-0.5,-5.5,-1.3
COc1ccc(C2CC(=O)c3c(C)nc(N4CCN(c5ccccc5)CC4)nc3C2)cc1 (stereo not given),16.5,-2.0,-2.4,-6.3,-5.5,-0.2,-0.3,-0.5,-2.2
COc1ccc(NCc2nnc(SCC(=O)c3ccc(C)cc3)o2)cc1,56.5,16.1,-0.1,-1.5,-11.8,0.3,0.6,0.0,-3.8
O=C(NNc1nc2ccccc2o1)c1ccccc1,27.3,13.0,4.4,-3.2,-3.4,-0.2,0.2,-16.1,-1.8
CC(C)CCN1CCN(Cc2cc3ccccc3[nH]2)CC1CCO (stereo not given),-30.1,5.2,-7.5,-1.6,-1.6,1.1,1.0,-3.1,-3.2
COc1cc(/C=C/C(=O)O)cc(OC)c1OC,7.8,0.3,/,-2.9,2.1,1.3,0.4,-4.7,-2.8
CCCNC(=O)c1ccccc1NC(=O)c1ccccc1N(C)S(=O)(=O)c1ccc(C)cc1,4.9,-2.0,0.6,0.1,-7.1,/,/,-5.4,-1.9
# (more compounds)
SMILES,PHOSPHO1 block,HCV NS3 hel inh,GalR3 antagonist,VIM-2 inhibitor,FID counter,V1R ag counter,OXTR ag,GPR7 antag,IMP-1 inh
COc1ccc(-c2nn(-c3ccccc3)cc2CNC(C)Cn2cncn2)c(F)c1 (stereo not given),18.3,-8.1,-6.5,-3.4,8.2,0.6,2.1,-11.8,-2.4
Cn1nccc1C(=O)NCCN1C(=O)OC(C)(C)C1(C)O (stereo not given),32.2,-9.2,-1.7,-2.3,5.5,0.8,0.3,-2.3,-2.4
COCC(C)NC(=O)/C=C/c1ccc(OC)cc1 (stereo not given),15.4,3.6,-1.2,-2.3,-1.4,0.4,0.3,-5.1,-0.7
CS/C(=C/[N+](=O)[O-])Nc1cccc2c1C(C)CC2(C)C (stereo not given),20.4,30.7,-3.6,-1.7,-13.7,-1.0,-1.4,-8.9,-0.5
N#C/C(=C(/O)CSc1nnc(Cc2cccs2)n1C1CCCCC1)c1nc2ccccc2[nH]1,43.7,9.0,-1.6,-0.1,-33.3,0.1,-2.6,-5.8,-3.1

# By substructure: the entries above with a furan ring, fused or not.
SMILES,PHOSPHO1 block,HCV NS3 hel inh,GalR3 antagonist,VIM-2 inhibitor,FID counter,V1R ag counter,OXTR ag,GPR7 antag,IMP-1 inh
COc1ccc(OC)c(NC(=O)c2c(NC(=O)c3ccco3)sc3c2CCC3)c1,6.8,0.4,/,-1.9,-3.2,/,/,-11.8,-1.2
Cc1ccc(C)c(Cn2c(=O)n(-c3ccc(CC(=O)NCc4ccco4)cc3)c(=O)c3sccc32)c1,6.1,0.2,-1.7,-1.4,-10.1,1.3,0.4,-5.5,-2.5
